Compound activity as filed in PubChem BioAssay.
M4 antag: antagonists of human muscarinic M4 receptor (CHRM4). inhibition, % at 3 µM. P08173. CHO-hM4 cells, ACh EC80, Fluo-8 calcium fluorescence. 360,000 compounds, 0.73% hits;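 active = inhibition above its plate's cutoff, the mean inhibition of sample wells plus 3 SD, cut at about 27% in these data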;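 note: 0% = acetylcholine EC80 with DMSO and 100% = DMSO without agonist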
Target sequence (P08173 whole entry, looked up): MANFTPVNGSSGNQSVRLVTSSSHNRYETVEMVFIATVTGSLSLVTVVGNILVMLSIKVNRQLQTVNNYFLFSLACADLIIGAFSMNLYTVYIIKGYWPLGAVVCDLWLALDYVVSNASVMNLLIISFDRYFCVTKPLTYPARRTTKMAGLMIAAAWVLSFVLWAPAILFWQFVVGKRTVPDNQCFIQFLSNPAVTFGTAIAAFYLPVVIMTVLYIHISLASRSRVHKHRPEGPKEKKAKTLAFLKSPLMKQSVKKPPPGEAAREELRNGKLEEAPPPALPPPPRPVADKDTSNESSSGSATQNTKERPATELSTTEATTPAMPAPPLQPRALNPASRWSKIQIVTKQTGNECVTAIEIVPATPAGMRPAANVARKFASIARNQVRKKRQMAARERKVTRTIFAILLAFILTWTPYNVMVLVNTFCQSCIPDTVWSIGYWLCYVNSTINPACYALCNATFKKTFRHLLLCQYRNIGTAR
CRFR2-BP ag: agonists of human CRF-binding protein/CRF-R2 receptor complex. 350,000 compounds, 0.46% hits. AID 588473. HEK293 CRF-R2/CRF-BP, calcium dye fluorescence (FLIPR); percent of saturating CRF peptide response. activation, % at 13.2 µM;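 active = activation of at least 50%, plus an integration ratio under a set limit after plate pattern correction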;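 note: plate controls were neutral control wells without compound for no effect and CRF at EC100 for full effect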
M4 PAM: CHRM4 positive allosteric modulation; P08173; CHO-K1 hM4/Gqi5, Fluo-8 calcium fluorescence, ACh EC20; 0% = ACh EC20, 100% = maximal ACh; activation, % at 3 µM; 360,000 compounds, 0.4% hits;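 active = activation above its plate's cutoff, the mean activation of sample wells plus 3 SD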; note: some results filed as inactive read as strong as hits
M5 antag: antagonists of human muscarinic M5 receptor (CHRM5) | CHO-hM5 cells, Fluo-8 calcium fluorescence, ACh EC80 | inhibition, % at 3 µM | 360,000 compounds, 0.59% hits | AID 624040;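 active = inhibition above a per-plate cutoff, the mean of that plate's test compounds plus 3 SD, cut at about 27% in these data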;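 note: 0% = acetylcholine EC80 with DMSO and 100% = DMSO without agonist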
Target sequence (P08912 whole entry, looked up): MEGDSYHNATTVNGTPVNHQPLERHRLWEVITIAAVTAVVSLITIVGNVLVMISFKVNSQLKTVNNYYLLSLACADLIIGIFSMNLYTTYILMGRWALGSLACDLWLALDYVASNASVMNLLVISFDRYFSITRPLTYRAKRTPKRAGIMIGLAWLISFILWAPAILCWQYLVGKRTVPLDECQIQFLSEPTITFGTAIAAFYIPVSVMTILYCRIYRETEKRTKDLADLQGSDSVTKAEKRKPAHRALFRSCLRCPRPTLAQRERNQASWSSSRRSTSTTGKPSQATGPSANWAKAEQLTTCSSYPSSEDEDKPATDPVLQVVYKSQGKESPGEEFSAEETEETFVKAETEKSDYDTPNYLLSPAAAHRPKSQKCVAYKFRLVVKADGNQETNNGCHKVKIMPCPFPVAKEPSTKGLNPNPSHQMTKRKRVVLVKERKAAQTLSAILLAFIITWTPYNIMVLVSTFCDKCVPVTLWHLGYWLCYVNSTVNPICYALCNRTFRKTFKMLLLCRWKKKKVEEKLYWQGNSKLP
M5 PAM: positive allosteric modulators of human muscarinic M5 receptor. AID 624038. activation, % at 3 µM. CHO-K1 hM5, Fluo-8 calcium, ACh EC20 PAM; 0% = ACh EC20, 100% = ACh EC100. P08912. 360,000 compounds, 0.3% hits;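 active = activation above the run cutoff, the mean activation of all test compounds plus 3 SD, cut at about 18% in these data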
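system = human M5 receptor in CHO-K1 cells | reagent = EC20 acetylcholine as agonist stimulus | compound dosing = single-point, 3 µM nominal | incubation = Fluo-8 loading 80 min at 37 °C plus 30 min room temperature | detection = Fluo-8 calcium dye fluorescence, kinetic read | benchmarks = low control EC20 acetylcholine (0%), high control EC100 acetylcholine (100%)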
CHRM4 agonist: agonists of human muscarinic M4 receptor (CHRM4). CHO-K1 hM4/Gqi5, Fluo-8 calcium fluorescence; vehicle 0%, full acetylcholine response 100%. activation, % at 3 µM. 360,000 compounds, 0.14% hits. AID 624127;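 active = activation above the run mean over all test wells plus 3 SD, cut at about 32% in these data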;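 note: peak over basal fluorescence ratio per well then scaled between controls; 0% = DMSO wells and 100% = acetylcholine at EC100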
M1 PAM: potentiates human M1 receptor response to acetylcholine; CHO-K1 hM1, Fluo-8 calcium fluorescence, ACh EC20; 0% = ACh EC20, 100% = maximal ACh; activation, % at 3 µM; 360,000 compounds, 0.088% hits; AID 588819; in the data active = activation above about 19%, passing the limit was not always enough
M1 antag: human CHRM1 antagonism. P11229. CHO-K1 hM1, Fluo-8 calcium fluorescence, ACh EC80 antagonist. 360,000 compounds, 1.3% hits. inhibition, % at 3 µM;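 active = percent inhibition above its own plate's cutoff, namely the mean of that plate's compound wells plus 3 SD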;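 note: peak over basal fluorescence ratio during 140 s after agonist addition; 0% = ACh EC80 plus DMSO and 100% = DMSO alone without agonist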
CHRM5 agonist: agonists of human muscarinic M5 receptor (CHRM5); 360,000 compounds, 0.19% hits; activation, % at 3 µM; P08912; CHO-K1 hM5 cells, Fluo-8 calcium fluorescence; 0% DMSO wells, 100% maximal acetylcholine response;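 active = activation above the run's mean over test compounds plus 3 SD, cut at about 23% in these data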;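 note: signal is peak over basal fluorescence ratio across the kinetic read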
Starred values were filed as active, the others as inactive; . = not tested or not shown.

SMILES	M4 antag	CRFR2-BP ag	M4 PAM	M5 antag	M5 PAM	CHRM4 agonist	M1 PAM	M1 antag	CHRM5 agonist
CSc1cccc(CNC(=O)C2CCC(=O)N(CCCN3CCCC3=O)C2)c1 (stereo unspecified)	2.7	-0.5	-2.5	-1.0	-3.3	1.2	-0.3	1.2	-5.3
O=C(COc1ccc(C(=S)N2CCC(Cc3ccccc3)CC2)cc1)N1CCOCC1	-1.9	-0.3	-8.3	5.3	1.6	0.2	5.3	5.0	-3.7
CN(C)c1c([N+](=O)[O-])cc(N2C(=O)C=CC2=O)cc1[N+](=O)[O-]	-14.5	3.1	7.1	2.0	2.6	-0.5	6.5	-9.6	-5.2
CCCCC1=CC2=C(c3ccco3)C(=O)C(C)(OC(=O)c3ccc(OC)cc3)C(=O)C2=CN1CCCOC(C)C (stereo unspecified)	-2.1	7.7	10.0	-4.9	3.5	3.0	4.2	-5.3	5.3
Cc1cccc(NC(=O)c2ccc(CN3CCN(Cc4ccccc4)CC3)cc2)c1	-17.8	4.1	3.2	-3.3	6.5	0.5	2.2	0.0	0.4
Cc1ncc(CN2CCCCC2C(=O)Nc2ccc(Oc3ccccc3)nc2)cn1 (stereo unspecified)	-2.0	0.9	-2.1	-14.8	2.6	1.5	-5.1	9.6	-2.8
COc1ccc(-c2cn(Cc3cccc(OC)c3)nn2)cc1	13.3	0.1	13.6	13.7	-10.9	2.1	0.7	2.0	0.3
CCOC(=O)c1cnc2c(C)c(Cl)ccc2c1NCCCN1CCOCC1	7.2	-0.9	4.4	7.8	1.3	1.1	4.6	-6.2	-1.9
COc1ccc(CCNC(=O)CCc2nc3ccccc3[nH]2)cc1OC	-5.6	-1.6	8.4	6.3	1.8	3.0	6.4	-10.7	-2.0
O=C(CN1CCOCC1)Nc1ccc(-c2nc3ccccc3[nH]2)cc1	0.7	-1.0	-3.7	-1.7	-1.1	0.4	1.1	-2.6	2.4
COc1ccc(Cl)cc1S(=O)(=O)n1c([N+](=O)[O-])cnc1C	7.4	-2.4	5.3	-3.5	-2.3	0.3	14.0	-19.9	4.5
CC(C)(C)NCc1ccc(OCc2cccs2)cc1	-2.4	2.6	-4.8	15.2	-4.2	1.1	-4.6	13.0	-2.7
COc1cccc(C=NCCCN=Cc2cccc(OC)c2O)c1O	13.3	0.0	-4.8	9.8	-1.7	-0.1	3.6	-10.2	1.4
FC(F)(F)c1cccc(OCc2nnc3n2CCC3)c1	-6.0	-4.2	6.3	6.5	3.0	1.6	6.4	-5.6	-9.7
Cc1ccc(S(=O)(=O)N2CCN(C(=O)COC(=O)c3ccccc3OC(F)F)CC2)c(C)c1	-7.7	-1.3	-6.2	16.4	-16.8	15.2	-4.2	4.8	-1.9
CSc1scc2c1-c1nc(SCC(=O)C(C)(C)C)ncc1CC2	-9.2	4.4	-2.2	4.8	-4.1	4.6	0.1	3.3	-1.8
COc1cc(NS(=O)(=O)c2ccc(NC(C)=O)cc2)cc(OC)c1	0.2	-0.9	-1.3	7.8	-9.2	4.0	-1.4	4.1	2.0
O=C(O)c1cc(Cl)c(Cl)cc1C(=O)N(Cc1ccccc1)Cc1ccccc1	-12.8	3.3	0.0	-5.1	11.8	0.7	5.2	-17.0	-0.9
CCC[C@@H]1Cc2ccccc2N1C(C)=O	0.6	-0.4	-3.6	2.0	-4.4	1.8	2.3	4.4	3.7
Cc1[nH]c2ccc(F)cc2c1CCN(Cc1cccnc1)C(=S)Nc1ccc(F)cc1	-0.4	3.7	-12.1	8.9	-6.1	0.9	-5.4	15.5	-0.9
Cc1cc(C)cc(NCCC#N)c1	-9.4	-2.0	-0.6	14.6	-10.2	0.1	-1.7	-6.1	-0.5
COc1cccc(N2CCN(CC(=O)Nc3nc(C)c(C(=O)N(C)C)s3)CC2)c1	-3.3	-0.7	-1.6	-1.3	2.7	0.1	-0.7	-3.7	1.0
CC(=O)Nc1cccc(NC(=O)NC2CC(=O)N(c3ccc4c(c3)OCCO4)C2)c1 (stereo unspecified)	-3.6	-2.2	0.5	0.6	-4.0	0.7	6.4	-11.3	0.5
Cn1c(SCc2ccccn2)nnc1-c1ccccc1	-0.9	0.8	-5.0	6.4	0.7	0.9	7.3	-7.1	-7.6
COc1ccc(C2(OC)Oc3cc(OC)ccc3C(=O)C2(O)OC)cc1 (stereo unspecified)	-6.8	7.9	5.3	4.1	3.9	6.1	19.7	-12.2	7.1
Cc1ccc(S(=O)(=O)N2CCN(Cc3cc(C(C)(C)C)ccc3O)CC2)cc1	-5.5	2.4	-9.8	-2.6	-2.1	0.4	-7.9	12.6	2.8
CCOc1ccc(NC(=O)NC2CCS(=O)(=O)C2)cc1 (stereo unspecified)	0.7	-0.1	2.7	12.1	0.2	-0.1	0.7	1.4	-1.7
S=C(NC1CC1)N1CCc2ccccc2C1	-1.2	1.9	0.7	11.3	-2.6	0.5	-3.8	20.5	-12.4
COc1ccc(C/C(N)=N/OC(=O)c2ccco2)cc1OC	0.0	-1.6	1.2	4.3	3.5	0.3	4.5	0.5	-0.4
COc1cccc(-c2csc(N3CCN(C(=O)C4CCCCC4)CC3)n2)c1	-22.6	-3.9	0.0	-4.7	-9.2	10.0	-1.9	-0.7	-1.2

One compound at a time, as listed above.
Cn1c(SCc2ccccn2)nnc1-c1ccccc1 in the list: M4 antag: -0.9; CRFR2-BP ag: 0.8; M4 PAM: -5.0; M5 antag: 6.4; M5 PAM: 0.7; CHRM4 agonist: 0.9; M1 PAM: 7.3; M1 antag: -7.1; CHRM5 agonist: -7.6
CC(=O)Nc1cccc(NC(=O)NC2CC(=O)N(c3ccc4c(c3)OCCO4)C2)c1 (stereo unspecified) in the list: M4 antag: -3.6; CRFR2-BP ag: -2.2; M4 PAM: 0.5; M5 antag: 0.6; M5 PAM: -4.0; CHRM4 agonist: 0.7; M1 PAM: 6.4; M1 antag: -11.3; CHRM5 agonist: 0.5

(next part)
SMILES	M4 antag	CRFR2-BP ag	M4 PAM	M5 antag	M5 PAM	CHRM4 agonist	M1 PAM	M1 antag	CHRM5 agonist
Cc1cc(C)nc(NC(=O)C2c3ccccc3Oc3ccccc32)n1	-8.0	-1.3	9.4	-2.4	3.9	0.7	8.4	-4.2	-1.5
CC(=O)NCCc1nc2ccccc2n1Cc1ccc(Cl)cc1	13.3	1.5	-6.5	3.5	-3.3	0.7	-2.6	8.1	-1.0
CC(C)c1ccccc1NC(=O)CC1(CC(=O)O)CCCC1	-13.0	-0.3	-4.3	-4.8	5.6	1.2	4.2	-8.8	-4.3
O=C(NCc1ccccc1)N1CCN(c2ccc(Cl)c(Cl)c2)CC1	1.3	-2.1	8.6	3.8	-7.8	10.0	1.8	10.3	9.6
c1ccc(-c2csc(Cc3nnc4n3CCCCC4)n2)cc1	15.0	-1.7	-3.6	-0.7	-4.7	1.9	-0.8	1.6	0.1
O=C1C(=NO)CCc2ccccc21	-6.9	-3.9	4.0	7.5	-1.4	2.2	2.5	-6.4	2.2
O=C(Nc1ccccc1)N1CCN(c2ncccn2)CC1	-1.7	0.2	-2.1	6.3	-3.9	1.1	8.6	-8.5	-2.8
CCOCCCNCc1cn(-c2ccc(F)cc2F)nc1-c1ccccc1C	-0.6	1.0	-5.2	6.8	0.5	3.2	-0.3	0.8	1.1
Cc1ccc(C2(C)NC(=O)N(CC(=O)NCCN3C(=O)S/C(=C\c4cccnc4)C3=O)C2=O)cc1 (stereo unspecified)	-16.9	4.6	5.5	-3.5	11.6	0.5	-0.5	1.3	-5.5
O=[N+]([O-])c1ccc(S(=O)(=O)N/N=C/c2ccc3c(c2)OCO3)cc1	-4.8	-1.6	9.1	9.7	-0.9	0.6	4.4	-0.4	-3.3
COc1ccc(C)cc1NC(=O)C(=O)NCc1ccncc1	-19.5	1.2	11.2	-3.2	6.5	-0.9	6.2	-10.4	-5.9
O=C(O)c1c[nH]c2c([N+](=O)[O-])cccc2c1=O	9.2	-2.2	-4.1	-1.0	8.1	0.3	-0.1	-6.8	1.7
COc1ccc(CN(C(=O)c2cnccn2)C(C(=O)Nc2ccc(F)cc2)c2ccccc2)cc1 (stereo unspecified)	-9.4	-1.4	-6.1	3.1	-7.8	11.1	-6.0	-6.1	0.4
COc1ccc(OCC(=O)N/N=C(\C)c2ccc(OC)cc2)cc1	-0.8	-0.5	-0.4	-3.1	5.1	-0.2	2.9	0.1	0.5
CCN1CCN(CC(=O)Nc2nc3ccc(OC)cc3s2)CC1	-1.5	-3.2	-0.5	-2.1	-1.6	0.8	7.4	-22.8	0.6
CC(C)(C)C(=O)Nc1nnc(Cc2ccccc2)s1	-1.3	4.0	17.9	-3.5	4.0	-2.0	4.1	2.0	1.2
COc1ccc(NC(=O)CSc2ccc(-c3sc(C)nc3C)nn2)cc1OC	-4.2	0.7	1.9	6.8	-13.5	18.4	2.1	-13.4	-0.1
O=c1cc(CSc2nnc(Nc3ccccc3)s2)nc2sccn12	3.5	0.6	-4.2	-0.8	-3.5	8.5	7.0	-4.6	1.1
N#Cc1ccc(NC(=O)c2nc(-c3ccccc3)n(-c3ccccc3)n2)cc1	-4.3	0.7	-1.0	-2.5	6.7	0.4	9.4	-15.3	-1.6
Fc1ccc(NC(=S)NCCN2CCOCC2)cc1	6.2	-2.2	5.8	10.0	-9.7	0.6	-5.4	12.2	-2.3
Oc1ccc(Cc2ccccc2Cl)c(O)c1	1.7	3.5	9.8	10.8	-3.6	5.7	3.3	-9.8	-1.2
Nc1ccc(OCCCc2c(N)nc(N)nc2N)cc1	-8.8	4.0	-2.4	13.3	-5.8	6.1	5.8	-7.4	-1.5
CCCCc1cc(=O)oc2cc(OCC(=O)NCc3ccccn3)ccc12	7.9	-0.3	-0.3	2.4	0.8	1.9	1.6	-2.6	-1.5
COC(=O)C/C(O)=C(/N=Nc1cccc(C(F)(F)F)c1)C(=O)OC	-17.5	0.9	11.5	-8.2	3.3	1.0	5.8	-11.7	-3.9
Cc1ccc(C)n1-c1ccc(N2CCOCC2)cc1	-7.3	-2.7	13.1	-4.3	-1.2	0.6	12.3	-3.4	4.9
CCCCC(=O)N(C)c1c(CC)nc2c(OCc3ccc(Cl)cc3Cl)cccn12	9.9	.	-13.2	8.6	-9.2	1.1	-26.9	23.1	-3.4
Cc1cccc(C(=O)OCC(=O)NC(C)CCc2ccccc2)c1O (stereo unspecified)	-7.5	1.8	-1.5	4.3	2.8	0.5	1.4	1.4	-4.1
Cc1nnc(SCC(=O)c2c(N)n(C)c(=O)n(C)c2=O)[nH]c1=O	-4.0	-1.4	-3.8	3.7	6.7	0.6	4.2	-12.7	-1.8
CC(C)(C)NC(=O)NC(=O)CN1CCN(c2cccc(Cl)c2)CC1	-7.6	2.2	-0.6	2.0	-0.2	4.0	4.1	-10.6	-4.5
COCC(=O)N/N=C(\C)CC(=O)Nc1ccccc1C(N)=O	-4.0	3.1	1.6	8.2	5.5	1.1	-4.8	-11.1	-1.7
CCOc1ccc(N2C(=O)/C(=C/c3ccc(C)o3)N(C)C2=S)cc1	-10.0	0.9	3.4	-3.5	-0.4	1.0	-0.5	-0.5	-0.5
COc1ccc2cc(CN(CCCN3CCOCC3)Cc3nnnn3C3CCCC3)c(=O)[nH]c2c1	-1.8	0.1	-5.5	0.9	-7.3	1.3	-3.4	-10.1	1.8
O=C1NC(=Nc2ccccc2)/C(=C/c2ccco2)S1	-3.1	-2.4	-2.0	0.5	-9.2	2.3	-7.3	5.6	0.9
COc1ccc(-c2noc(CSc3nnc(Cc4ccccc4)n3-c3ccc(Cl)cc3)n2)cc1	-5.2	1.2	0.8	-9.5	5.4	3.3	2.5	-3.4	2.2
